Screens (PubChem)
phage Ecoli inh = E. coli growth loss with phage present; hit rate 0.26% among 360,000; inhibition, % at 11.9 µM; growth absorbance; in the data active = inhibition above about 11%
Wnt act = activators of Wnt/beta-catenin signaling; Wnt/beta-catenin reporter cell assay, activator, plate reader; activation, % at 9.35 µM; hit rate 1.2% among 300,000; AID 743398; in the data active = activation above about 30%, passing the limit was not always enough;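 also: 0% = neutral control wells and 100% = positive control wells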
The depositor's hits bear a star. This is a subset, so the mix of outcomes need not match the whole.

phage Ecoli inh	Wnt act	compound
0.4	0	CN(Cc1ccccc1)C(=O)[C@@H]1CCCN1C(=O)OC(C)(C)C
3.0	-1	CCc1nc2c(OCc3ccc(OC)cc3)cccn2c1N(C)C(=O)c1ccc(OC)cc1
4.1	-3	CC(=O)NC(c1ccc(F)c(F)c1)c1nc(-c2cccc(C(F)(F)F)c2)cs1 (stereo not drawn)
7.4	-11	Cn1nccc1-c1coc2c(C(=O)N3CCOCC3)cccc12
2.0	-1	CCCCN1C[C@H](C)[C@@H](CC(=O)Nc2ccc(OC)cc2)C1=O
-2.2	2	CCC(C)c1ccc(O)c(NC(=S)NC(=O)c2cccs2)c1 (stereo not drawn)
11*	-3	CCN(CCOC(=O)Nc1ccc(Cl)cc1)C(=O)Nc1ccc(Cl)cc1
1.6	-2	Cc1cnc(-c2nc3ccccc3n2C(C)C(=O)Nc2c(C)cccc2C)cn1 (stereo not drawn)
2.6	7	COc1ccc(CC(N)c2csc(NC(=O)Nc3cc(OC)ccc3OC)n2)cc1 (stereo not drawn)
-0.2	-2	C[C@H]1COc2cc(NCCCN3CCOCC3)ccc2S(=O)(=O)N1
2.4	-10	Cc1ccccc1S(=O)(=O)N1[C@@H](c2cccc(Cl)c2)C(C(=O)OC(C)(C)C)=CC[C@H]1c1ccc(Cl)cc1
-1.4	-3	COc1ccc(S(=O)(=O)N(C)C[C@@H]2Oc3cc(C#CC4CCCCC4)ccc3S(=O)(=O)N([C@@H](C)CO)C[C@@H]2C)cc1
1.8	-1	CC(C)(C)c1ccc(CC(=O)N2CCC2(C)C(=O)NS(=O)(=O)c2cccc(OC(F)F)c2)cc1 (stereo not drawn)
-0.1	-2	COc1ccc(-c2nc3ccc(C)cn3c2CC(C)(C)C)cc1OC
-0.2	-2	Cn1cc(CN2CCC(C(=O)NC(c3ccc(F)cc3)c3ccc4ccccc4n3)CC2)c2ccccc21 (stereo not drawn)
1.9	-2	COC(=O)C[C@@H]1CC[C@@H](NS(=O)(=O)c2ccccc2OC)[C@@H](CO)O1
2.5	-2	C[C@@H]1CN([C@@H](C)CO)C(=O)CCCn2nncc2CO[C@H]1CN(C)Cc1cccnc1
1.6	-2	NC(c1ccncc1)c1ccc(Cl)cc1 (stereo not drawn)
0.5	-3	CC(=O)Nc1ccc(CN(C)c2c(C)nc3ccc(C(=O)N4CCN(C(C)=O)CC4)cn23)cc1
1.7	1	Cc1cc(O)ccc1-c1cc(C(=O)NCc2ccc(F)cc2)[nH]n1
0.0	-1	O=C(CSc1nc2cccc(F)c2c(=O)n1-c1ccccc1)Nc1ccc2c(c1)CCC2
2.9	-1	C[C@H]1Cn2cnc(C(=O)N[C@@H](Cc3c[nH]c4ccccc34)C(=O)OC(C)(C)C)c2C(=O)N1
1.8	10	Cc1cccc(C)c1NC(=O)CN(C)CCc1ccccc1
2.1	-1	COc1cccc(CNc2nc3cc(-c4cccc(Cl)c4)sc3c(=O)n2C)c1OC
1.1	-6	O=C(NCc1ccc(F)cc1)C1CCN(S(=O)(=O)c2ccc(N3CCCC3=O)cc2)CC1
4.7	-3	CN(C)C(=O)c1cccc(-c2cnc3c(NC=O)cc(-c4cc(F)c(F)c(F)c4)cn23)c1
2.0	-4	Cc1[nH]c2ccccc2c1CC(=O)Nc1ccc(Nc2ccccc2)cc1
2.9	0	COc1ccccc1NC(=O)Nc1nc(C(N)Cc2ccccc2)cs1 (stereo not drawn)
0.9	-1	CC(=O)NC(c1cccc(F)c1)c1nc(-c2cc3ccccc3o2)cs1 (stereo not drawn)
3.9	-2	CC1CCN(C(=O)c2ncn3c2c(=O)[nH]c2ccc(Br)cc23)CC1
4.3	-1	CC1(C(=O)NS(=O)(=O)c2ccc(Cl)cc2)CCN1C(=O)CCc1cccs1 (stereo not drawn)
1.2	-3	CC(C)Oc1cc(F)ccc1-c1cc(C(=O)NCCc2ccncc2)[nH]n1
-1.4	-5	CCOC(=O)C1=CCN(S(=O)(=O)c2ccc(C)cc2)C1c1ccc(Cl)c(Cl)c1 (stereo not drawn)
4.5	1	CC1Sc2ccccc2N(Cc2ccc(OC(F)(F)F)cc2)C1=O (stereo not drawn)
1.8	0	COc1ccc(OC)c(C(=O)CSc2nnc(C3CC3)n2C2CC2)c1
3.2	0	O=C(COC(=O)Cc1c[nH]c2ccccc12)Nc1cccc(Br)c1
1.0	-25	O=C(O)C(=Cc1ccc([N+](=O)[O-])cc1)CCc1ccccc1
1.9	-1	COc1ccc(OC)c(NC(=O)Nc2nnc([C@H]3C[C@H](O)[C@@H](CO)O3)s2)c1
5.0	-3	O=C(NCC1CCN(C(=O)C(=O)c2cccs2)CC1)c1ccc2ccccc2c1
-0.6	0	COc1ccc2nc(Cl)c(C=O)c(N3CCOCC3)c2c1
0.9	-2	Cc1ccc(S(=O)(=O)N2C[C@H]3C(=O)C[C@@H](c4ccc(Cl)cc4)N(S(=O)(=O)c4ccccc4C)[C@H]3C[C@H]2c2ccccc2)cc1
3.9	-1	O=C(COC(=O)c1cc(S(=O)(=O)N2CCOCC2)ccc1Cl)c1ccc[nH]1
1.4	-3	CCN(C)C1CN(Cc2cn(Cc3cccc(C(F)(F)F)c3)nn2)S(=O)(=O)C1 (stereo not drawn)
0.9	-5	COC(=O)[C@@]12C[C@@H](CC(=O)N3CCN(C(=O)c4ccco4)CC3)C(=O)N(CCc3ccc(OC)c(OC)c3)C1=CCC(C)(C)C2
3.6	-3	COc1cc(OC)nc(C(NC(=O)C2CCN(Cc3ccc(Oc4ccccc4)cc3)CC2)c2ccc(F)cc2)n1 (stereo not drawn)
2.2	0	CC1(C(=O)NS(=O)(=O)c2cccc(F)c2)CCN1C(=O)Cc1cc(F)ccc1F (stereo not drawn)
2.4	-1	COc1ccc(-c2csc(C(C)(O)c3cccc(F)c3)n2)cn1 (stereo not drawn)
4.6	-1	CCCCNC(=O)C1(C)CCN1C(=O)c1csnn1 (stereo not drawn)
1.9	11	Cc1ccc(-c2nc3cc(C)c(Br)c(C)n3c2Cc2cccc(F)c2)cc1
3.4	-3	O=C(Nc1ccccc1F)c1ccc2sc([C@H]3C[C@H](O)[C@@H](CO)O3)nc2c1
1.7	-4	COc1ccc(C2CC(=O)C(c3cccc(Cl)c3)=CN2Cc2ccccc2)cc1 (stereo not drawn)
2.2	-12	Nc1nc2ccccc2cc1C(=O)NCc1ccc(-c2ccccc2)cc1
-0.2	1	Brc1ccc(-c2nc3c4ccccc4ccn3c2Cc2ccccc2)cc1
2.4	-2	O=C(N[C@H](Cc1ccccc1)C(=O)N1CCN(CC(=O)N2CCCC2)CC1)[C@H]1O[C@@H](n2ccc(=O)[nH]c2=O)[C@H](O)[C@@H]1O
2.0	-1	CCOC(=O)c1c(NC(=O)COC(=O)c2ccc(S(=O)(=O)C(F)F)cc2)sc(C(=O)N(C)C)c1C
2.6	-1	C[C@@H]1CN([C@H](C)CO)C(=O)CCCn2nncc2CO[C@H]1CN(C)C(=O)C1CCCCC1
2.6	-2	CCN(CC)C(=O)c1csc([C@H]2C[C@H](O)[C@@H](CO)O2)n1
2.6	0	CCC(CC)C(=O)N(C)c1c(C)nc2c(OCc3ccc(C#N)cc3)cccn12
3.2	0	O=C1Nc2ccccc2C(=O)N(c2ccc3c(c2)OCCO3)C1C(=O)NC1CC1 (stereo not drawn)
3.6	-1	O=C(Nc1ccc2c(c1)OCCO2)C(C1CC1)N1CCC(Cc2ccccc2)CC1 (stereo not drawn)

Grouped by structure: those above containing an NH in an aromatic ring (eight)
phage Ecoli inh	Wnt act	compound
1.7	1	Cc1cc(O)ccc1-c1cc(C(=O)NCc2ccc(F)cc2)[nH]n1
2.9	-1	C[C@H]1Cn2cnc(C(=O)N[C@@H](Cc3c[nH]c4ccccc34)C(=O)OC(C)(C)C)c2C(=O)N1
2.0	-4	Cc1[nH]c2ccccc2c1CC(=O)Nc1ccc(Nc2ccccc2)cc1
3.9	-2	CC1CCN(C(=O)c2ncn3c2c(=O)[nH]c2ccc(Br)cc23)CC1
1.2	-3	CC(C)Oc1cc(F)ccc1-c1cc(C(=O)NCCc2ccncc2)[nH]n1
3.2	0	O=C(COC(=O)Cc1c[nH]c2ccccc12)Nc1cccc(Br)c1
3.9	-1	O=C(COC(=O)c1cc(S(=O)(=O)N2CCOCC2)ccc1Cl)c1ccc[nH]1
2.4	-2	O=C(N[C@H](Cc1ccccc1)C(=O)N1CCN(CC(=O)N2CCCC2)CC1)[C@H]1O[C@@H](n2ccc(=O)[nH]c2=O)[C@H](O)[C@@H]1O

Additional entries follow.
phage Ecoli inh	Wnt act	compound
2.2	-5	OC(c1ccc(-c2ccccc2)cc1)c1ncc(-c2ccc(C(F)(F)F)cc2)[nH]1 (stereo not drawn)
1.9	-1	Cn1c(=NC(=O)CS(=O)(=O)c2ccccc2)sc2cc(F)ccc21
3.5	-4	CCCCn1nnnc1C(c1ccccc1)N1CCN(c2ccc(C(F)(F)F)cn2)CC1 (stereo not drawn)
1.1	-1	Cc1ccc(-c2c(C#N)c(N)n(-c3ccc(Cl)cc3)c(=O)c2C#N)cc1
3.2	3	CCC(C)CN1C(=O)CN(S(C)(=O)=O)CC1(C)C(=O)Nc1ccc2c(c1)OCCO2 (stereo not drawn)
1.4	-2	COc1cccc(CNC(=O)[C@@H]2CCCN2C(=O)[C@@H]2CCCN2S(=O)(=O)c2ccc(OC)c(C)c2)c1
3.5	-2	Cc1c(C#N)c2n(c1C)CCCC(=O)N2
4.1	-2	CCOC1=C2[C@@H](CN(S(=O)(=O)c3ccccc3C)[C@H]2c2ccc(Cl)cc2)[C@H]2C(=O)N(c3ccccc3)C(=O)[C@H]2C1
1.4	0	Cc1ccc(Cc2nc3ccccc3n2C(CCc2ccccc2)c2nc3ccccc3[nH]2)cc1 (stereo not drawn)
4.3	-2	COc1ccccc1S(=O)(=O)N(C)C[C@H]1Oc2ncc(Br)cc2C(=O)N([C@H](C)CO)C[C@H]1C
0.2	-2	CNS(=O)(=O)c1ccc(CNC[C@H]2O[C@@H](n3cnc4c(=O)[nH]c(N)nc43)[C@H](O)[C@@H]2O)cc1
3.2	-4	O=C(NC1CCCCC1)c1cccc2c(-c3ccc(F)c(F)c3)coc12
0.8	1	CN(C(=O)c1cc(COc2ccc(F)cc2Cl)on1)C1CCOC1 (stereo not drawn)
0.9	-2	C/C(=N/NC(=O)c1nnn(-c2nonc2N)c1CSc1ccc(C)cc1)c1ccncc1
0.2	2	Clc1cccc(-c2cccc3nccn23)c1
2.9	-2	Cc1cccc(CNC(=O)c2sc(=O)n(Cc3ccccc3C)c2C)c1
2.0	-6	COc1ccc(C(C)=O)cc1Cn1c(C)c(C(=O)NCc2ccc(C(C)C)cc2)sc1=O
-4.0	0	Cc1cccc(C)c1-n1nnnc1C(c1ccnc2ccccc12)N1CCN(CCN(C)C)CC1 (stereo not drawn)
3.2	-2	C[C@H](CO)N1C[C@H](C)[C@@H](CN(C)Cc2cccc(C(=O)O)c2)OCc2cnnn2CCCC1=O
-0.8	-2	CC(OC(=O)c1ccc2c(c1)OCO2)C(=O)NC1CCCCC1 (stereo not drawn)
2.0	-4	COc1ccc(NC(=O)C2(C)Cc3c(-c4cccc(C(N)=O)c4)ccnc3O2)cc1 (stereo not drawn)
5.1	-1	C[C@@H]1CCCCO[C@H](CN(C)C(=O)Cc2ccccc2)[C@@H](C)CN([C@H](C)CO)C(=O)c2cc(N(C)C)ccc2O1
3.7	-9	COc1ccc(CSC2=C(C#N)C(=O)NC3(CCCCC3)S2)cc1
3.6	-1	CC1=NC2=CC=CC3=NC(C(Cl)(Cl)Cl)=NC(=N1)N23
-0.7	-2	O=C(c1ccoc1)N1CCN(c2cc(-c3ccncc3)nc3cc(-c4cccc(Cl)c4)nn23)CC1
4.1	-1	COCOc1cccc(CN2CCC(C)(Oc3cccc(OC)c3)C2)c1 (stereo not drawn)
3.2	-4	COCCNC(=O)C1(C)CCCN(C(=O)c2ccc(N(C)C)cc2)C1 (stereo not drawn)
4.9	-27	COc1ccccc1-c1ccc(OCCCN2CCC(C(O)(c3ccccc3)c3ccccc3)CC2)cc1
0.0	-3	CN1CCN(c2ncnc3c2ncn3[C@H]2CN(Cc3cccs3)C[C@@H](CO)O2)CC1
3.2	-2	N#CCS(=O)(=O)c1cccc[n+]1[O-]

Structures listed above printed as active in phage Ecoli inh:
phage Ecoli inh	Wnt act	compound
11*	-3	CCN(CCOC(=O)Nc1ccc(Cl)cc1)C(=O)Nc1ccc(Cl)cc1

Going on with the list.
phage Ecoli inh	Wnt act	compound
1.7	-6	COc1ccc(CNC(=O)c2sc(=O)n(Cc3ccccc3C)c2C)cc1
-0.9	3	O=C1NC[C@@H](CCCCN2CCN(CCc3ccc(O)cc3)C(=O)C2=O)N(CCc2ccc(O)cc2)C1=O
2.0	1	Cc1cc(Br)cn2c(Cc3ccccc3)c(-c3ccc(F)cc3)nc12
1.7	0	O=C(NCC1CC1)c1cccs1
2.3	-4	CCOC(=O)[C@]12CCC=C1N(Cc1cccc3ccccc13)C(=O)[C@H](CC(=O)NCCc1ccccc1OC)C2
0.7	8	CCc1nc2c(OCc3ccc(F)c(F)c3)cccn2c1N(C)C(=O)C(C)C
3.2	4	Nc1[nH]c(C(=O)c2ccccc2)c(-c2ccc(Cl)cc2Cl)c1C(=O)c1ccccc1
-0.1	-6	COCCNC(=O)C1(C)CCCN(Cc2ccc(-c3ccccn3)cc2)C1 (stereo not drawn)
-0.9	-2	C[C@H](CO)N1C[C@H](C)[C@@H](CN(C)C(=O)Nc2ccc(-c3cccs3)cc2)OCc2cn(nn2)CCCC1=O
-0.4	-2	Cc1cccc(NC(=O)CN2CCN(C(=O)CNC(=O)c3ccc(-c4ccccc4)cc3)CC2)c1C
-0.8	1	COc1ccc(C2O[C@@H](C)[C@@H]3C(=O)N4CCc5c([nH]c6ccccc56)[C@@H]4C[C@@H]3N2C)cc1 (stereo partly drawn)
1.6	-3	O=C1C2C3C=CC(CC3)C2C(=O)N1c1ccc(Br)cc1 (stereo not drawn)
2.4	1	C[C@H](O)C#Cc1cnc2c(c1)C(=O)N([C@H](C)CO)C[C@@H](C)[C@H](CN(C)C(=O)Nc1ccc(C(F)(F)F)cc1)O2
